NPY1 pot ag: NPY-Y1 receptor potentiators or agonists, primary screen, cell-based | activation, % at 3.6 µM | NPY-Y1 expressing cells, potentiator/agonist activation | Neuropeptide Y receptor type 1 (Homo sapiens), P25929 | 220,000 tested, 0.37% active | AID 1304, 2008; in the data active = activation above about 33%, passing the limit was not always enough;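 also: cells stimulated with NPY at EC10 then isoproterenol at EC100; 0% = low agonist plus stimulus and 100% = saturating agonist plus stimulus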
EP2 modulator: EP2 receptor modulators, cAMP readout, primary screen, cell-based, HTRF cAMP, PGE2 stimulation; EP2-expressing cells, cAMP HTRF FRET, PGE2 co-stimulation; induction, % at 25 µM; 260,000 tested, 0.83% active;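 active = compounds whose cAMP rise, as percent of the full-agonist control response, exceeds 60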;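 also: rat C6 glioma line stably carrying human EP2 under a CMV promoter; the protocol text gives 20 µM as final concentration; 100% = response of wells given 1 µM PGE2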
EP2 antag: human EP2 receptor antagonists, primary screen, TR-FRET cAMP, C6 glioma cells. C6 glioma cells expressing human EP2; cells stimulated with saturating PGE2. inhibition, % at 25 µM. 260,000 tested, 0.52% active. AID 1422, 2008;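 active = percent inhibition above 40 after rounding to a whole number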;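 also: rat C6 glioma host cells with rolipram phosphodiesterase inhibitor present; the protocol text gives 20 µM as final concentration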
TRPN1 ag: zebrafish TRPN1 channel agonists, primary screen, cell-based, HEK293, calcium fluorescence; HEK293 zebrafish TRPN1-YFP, Fluo-8 calcium fluorescence; 100% = response to 87 µM carbachol; 220,000 tested, 0.18% active; transient receptor potential cation channel N1 (TRPN1/NompC), Danio rerio; activation, % at 3 µM;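 active = activation above its plate's cutoff, the mean activation of test wells on that plate plus 3 SD, cut at about 19% in these data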;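 also: 0% = DMSO alone and 100% = 87 µM carbachol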
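Control set: carbachol 87 µM as high control, DMSO as low control; system: HEK293 stable line with zebrafish TRPN1-YFP; read-out: % activation versus carbachol response; detection: intracellular calcium fluorescence with Fluo-8; doses: single test compound dose, 3 µM nominal, 0.3% DMSO; schedule: dye 1 h 37 °C plus 30 min RT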
14-3-3 Bad inh: inhibitors of 14-3-3 zeta/Bad binding, primary screen, biochemical, TR-FRET, bovine 14-3-3 zeta | 14-3-3 protein zeta/delta (Bos taurus), P63103 | TR-FRET 14-3-3zeta/Dy647-pBad peptide displacement, 1 h | inhibition, % at 21.7 µM | 220,000 tested, 0.71% active | AID 781, 2007;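 active = inhibition above about 70%, limit read from the data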;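 also: 0% = full 14-3-3 plus peptide FRET controls and 100% = background without 14-3-3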
Target sequence (P63103 whole entry, looked up): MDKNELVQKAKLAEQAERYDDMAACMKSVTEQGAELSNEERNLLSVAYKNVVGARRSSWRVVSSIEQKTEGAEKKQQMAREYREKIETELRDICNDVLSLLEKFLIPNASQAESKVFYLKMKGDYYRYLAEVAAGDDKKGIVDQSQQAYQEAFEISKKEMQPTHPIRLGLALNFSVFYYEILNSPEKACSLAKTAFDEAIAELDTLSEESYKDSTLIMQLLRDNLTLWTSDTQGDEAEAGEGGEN
TRPML3 agonist: human TRPML3 channel agonists, primary screen, cell-based, HEK293 TRPML3-YFP, Fluo-8 calcium fluorescence, 3 µM | Mucolipin-3 (Homo sapiens), Q8TDD5 | 100% = the carbachol control signal | activation, % at 3 µM | 220,000 tested, 0.29% active | AID 1448, 2008;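 active = activation above its plate's cutoff, the mean activation of the plate's test wells plus 3 SD, cut at about 12% in these data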;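 also: 0% = DMSO only wells and 100% = carbachol wells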
Target sequence (Q8TDD5 whole entry, looked up): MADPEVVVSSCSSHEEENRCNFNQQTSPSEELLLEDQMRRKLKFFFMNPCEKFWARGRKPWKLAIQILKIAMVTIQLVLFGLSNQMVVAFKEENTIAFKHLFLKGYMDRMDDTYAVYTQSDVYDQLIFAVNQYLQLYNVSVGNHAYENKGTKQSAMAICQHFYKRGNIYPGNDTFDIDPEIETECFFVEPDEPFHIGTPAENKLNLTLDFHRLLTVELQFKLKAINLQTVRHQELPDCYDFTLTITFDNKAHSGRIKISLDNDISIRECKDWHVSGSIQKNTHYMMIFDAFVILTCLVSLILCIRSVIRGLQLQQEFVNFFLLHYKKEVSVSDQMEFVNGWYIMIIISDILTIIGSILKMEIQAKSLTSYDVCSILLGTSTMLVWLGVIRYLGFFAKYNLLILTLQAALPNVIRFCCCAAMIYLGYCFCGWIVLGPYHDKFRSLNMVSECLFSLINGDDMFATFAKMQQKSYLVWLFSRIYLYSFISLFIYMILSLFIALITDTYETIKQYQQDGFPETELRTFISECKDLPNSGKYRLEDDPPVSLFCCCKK
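Test system – HEK293 line with stable expression of human TRPML3-YFP channel · Control set – carbachol 87 µM final as high control (100%), DMSO as low control (0%) · Signal – Fluo-8 calcium dye fluorescence, ex 470-495, em 515-575 nm · Incubation – 1-h 37 °C dye load, 5-s basal, 120-s post-compound reads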
PPC-1+TRAIL kill: compounds killing PPC-1 cancer cells with TRAIL present, primary screen, TRAIL potentiator project, ATPLite luminescence, uHTS | 220,000 tested, 0.41% active | PPC-1 cells + TRAIL, ATPLite viability luminescence | cell killing (% activity), % at 4 µM | AID 1443, 2008;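 active = cell killing above 50% in the first pass at 4 µM, then a duplicate retest at 5 µM averaging 50% or more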;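 also: plate controls were cells with TRAIL plus DMSO for no effect and medium-only wells lacking cells for full effect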
NPY-Y1 antag: NPY-Y1 receptor antagonists, primary screen, cell-based; 200,000 tested, 1% active; inhibition, % at 3.6 µM; Neuropeptide Y receptor type 1 (Homo sapiens), P25929; HEK293-CNG Y1 cells, membrane potential fluorescence; NPY at EC95, then isoproterenol; AID 1040, 2008;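 active = inhibition above the campaign mean inhibition of all tested compounds plus 3 SD, cut at about 20% in these data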;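 also: 0% = DMSO wells given NPY plus isoproterenol and 100% = isoproterenol alone without NPY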
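System: HEK293 cells with Y1 receptor plus CNG channel / Probe or stimulus: NPY 25 nM then isoproterenol 1 µM plus Ro 20-1724 25 µM / Compound: one concentration, 3.6 µM, in 0.4% DMSO / Schedule: compound incubation 1 h at room temperature, readout 45 min post-stimulation / Measured by: membrane potential fluorescence / Read-out: % inhibition of NPY effect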
CHOP inh: inhibitors of CHOP promoter induction, primary screen, cell-based, unfolded protein response, luciferase reporter | CHO-K1 CHOP-promoter luciferase, tunicamycin-induced, 15-18 h | inhibition, % at 10 µM | 220,000 tested, 3.8% active;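 active = compounds that reduced the stress-induced luciferase reporter signal by more than about 70% of percent inhibition, limit read from the data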;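 also: 0% = tunicamycin plus vehicle and 100% = wells without tunicamycin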
Numbers without * were called inactive; x = no result given; [ ] = another dose, or the depositor's remark.

canonical_smiles	NPY1 pot ag	EP2 modulator	EP2 antag	TRPN1 ag	14-3-3 Bad inh	TRPML3 agonist	PPC-1+TRAIL kill	NPY-Y1 antag	CHOP inh
C=CCOc1ccc(/C=N/N2C(=O)C(CC(=O)Nc3ccc(F)cc3F)SC2=NC)cc1 (centres undefined)	-4.7	-4.3	1.2	1.0	-7.8[fluorescence artefact?]	0.2	12.6	0.1	70.2*
COc1ccc(C2CC(C(F)(F)F)n3nc(C(=O)O)cc3N2)cc1 (centres undefined)	-17.6	-19.7	6.1	-0.1	-10.0	1.3	1.5	x	4.0
CS(=O)(=O)N(Cc1ccc(Cl)cc1)c1ccc(C(=O)NCCSc2ccccn2)cc1	-27.2	-87.8	10.0	2.3	-15.6	1.0	3.1	5.7	31.7
CCCCc1cc2c(s1)CCCC/C2=N/O	-18.7	46.2	7.0	-0.9	0.0	0.5	46.3	2.6	68.0
COc1cccc(CNC(=O)C(C(=O)NCc2cccc(OC)c2)c2ncc(C(F)(F)F)cc2Cl)c1	7.7	1.6	6.4	-1.4	-12.1	0.4	6.7	-2.2	27.8
NC(CO)C(O)c1ccc([N+](=O)[O-])cc1 (centres undefined)	2.3	13.3	16.4	0.1	-8.0	0.8	4.1	3.4	5.3
CCOC(=O)c1c(C)[nH]c(C(=O)OCc2c(C)noc2C)c1C	-13.7	-7.1	18.2	-1.1	-3.1	0.2	6.7	1.8	60.0
CCNC(=S)/N=C(/Nc1ccc(OC)cc1)Nc1nc(C)cc(C)n1	-6.4	15.2	13.8	-1.5	-11.4	0.1	18.9	x	6.3
CC(C)(C)NC(=O)CSc1nc(-c2ccccc2)cc(=O)[nH]1	7.2	0.1	11.2	0.8	-7.2	1.0	8.4	-0.4	9.4
Cc1cccc(N2CCN(C(=O)N3CCCCC3)CC2)c1C	1.4	-6.1	2.6	0.7	-2.1	0.2	18.5	2.0	28.4
CCN(CC)C(=O)C(C)N(C#N)c1nc(Cl)nc(N(C)C)n1 (centres undefined)	-1.5	37.3	12.7	1.2	-2.0	0.8	16.6	-3.8	6.6
COc1ccc(CN=C2NN=C(c3ccccc3)CS2)cc1	5.3	-19.0	8.9	-0.4	-10.8	-0.1	9.2	1.1	11.1
O=C(NC(C(=O)N/N=C/c1c2ccccc2cc2ccccc12)c1n[nH]c(=O)c2ccccc12)c1ccccc1 (centres undefined)	-29.8	-3.9	x	-0.3	7.3	-0.1	0.0	5.0	-8.2
CCn1cc(Br)c(C(=O)Nc2cccc(SC)c2)n1	-15.5	-13.5	0.7	-0.2	5.9[fluorescence artefact?]	-0.9	31.9	-0.9	27.8
CN1CC(=O)N(C)c2nc(Br)n(C)c2C1=O	4.7	6.7	9.0	0.4	3.3	0.7	20.4	-0.7	0.4
COCCCNC(=O)c1oc2ccc(S(=O)(=O)N(C)C3CCCCC3)cc2c1C	-8.5	-0.8	2.7	2.7	12.4	3.0	6.9	-2.1	4.9
COC(=O)C1CC(O)CN1C(=O)NC1CCCCC1 (centres undefined)	-1.0	-21.0	6.3	0.4	-5.4	0.0	29.0	1.6	1.7
COc1ccc(CCNC(=O)COC(=O)/C=C/c2cccs2)cc1	-1.3	-41.1	11.3	-0.3	-7.1	-0.1	10.8	11.4	41.4
Cc1cccc(C(=O)Nc2ccc(CC(=O)O)cc2)c1	-13.8	-0.2	9.6	0.5	23.0	0.6	-5.4	-4.9	30.4
CC(C)Oc1ccc(C(CC(=O)NCc2ccco2)c2ccccc2)cc1 (centres undefined)	-11.9	26.9	4.5	-2.6	-5.5	-0.7	13.9	7.5	4.8
C/C(=N\Nc1nc2ccccc2[nH]1)c1ccc2c(c1)OCO2	-29.6	-59.1	8.4	-0.7	-13.8	1.1	4.0	11.4	0.7
S=C(Nc1cccnc1)N1CCCCC1	-7.1	8.7	3.5	0.8	-7.4	0.9	9.7	-8.3	-5.2
CCOC(=O)c1c(NC(=O)C2CCCO2)sc(C)c1C (centres undefined)	-15.6	6.8	4.6	-1.3	-5.2	-0.3	3.6	0.4	26.2
COc1ccc2[nH]cc(CCNC(=O)c3ccc([N+](=O)[O-])cc3)c2c1	4.9	-60.9	5.3	2.2	-15.5	-0.2	x	-2.5	-8.6
CN(C)/C=C/C(=C\C(=O)C(F)(F)F)Nc1ccc(C(F)(F)F)cc1	18.7	16.5	4.2	1.8	-7.2	0.7	-5.7	-1.7	20.9
O=C1CC(c2ccco2)CC(O)=C1C=Nc1cc(Cl)ccc1Cl (centres undefined)	21.8	1.1	9.0	0.8	1.6[fluorescence artefact?]	1.1	27.1	-3.5	65.5
Cc1ccc(C(=O)Nc2ncnc3sc4c(c23)CCCCC4)cc1	-32.6	33.0	7.9	-0.3	-2.1	-0.7	-3.2	10.9	46.9
O=C(O)c1cc(-c2ccccc2)n(-c2ccccc2C(=O)O)n1	-6.3	8.4	1.3	1.6	11.1	0.4	12.4	-0.9	-7.2
Cc1ccc(-c2csc(NC(=O)C[n+]3cc(-c4ccc(C)cc4)n4c3CCC4)n2)cc1	10.2	-10.8	10.1	0.1	16.3	0.5	9.8	x	3.1
COc1ccc(OC)c(NS(=O)(=O)c2ccc(SC)cc2)c1	-14.7	-17.4	14.1	0.2	12.8	0.3	-1.0	-0.5	x
CC(C)(C)n1nnnc1CN1C2CCC1CC(NC(=O)Nc1ccccc1)C2 (centres undefined)	14.2	10.1	7.1	1.4	-1.1	0.3	11.7	8.5	17.0
CCOc1ccc(C(=O)NC(=S)Nc2ccc(NC(=O)C(C)C)cc2)cc1[N+](=O)[O-]	-12.8	-7.4	9.8	-0.4	-1.3	0.2	13.4	4.8	-13.7
O=C(/C=C/c1cn(-c2ccccc2)nc1-c1cccnc1)c1ccco1	1.8	-5.4	4.8	-1.5	-4.2	-1.6	14.7	-3.5	-131.3
Cc1ccc(S(=O)(=O)N/N=C\c2ccc(Cl)c([N+](=O)[O-])c2)cc1	-9.9	-6.1	8.9	0.8	1.4[fluorescence artefact?]	0.0	21.8	-2.8	53.8
Cc1c(NS(=O)(=O)c2ccc(S(=O)(=O)c3ccccc3)s2)c(=O)n(-c2ccccc2)n1C	12.4	15.7	13.4	0.2	-0.2	0.5	0.9	x	30.0
CCOc1cc(/C=N/NC(=O)c2cccnc2)ccc1OC(=O)c1ccco1	0.1	-3.8	8.8	0.8	-14.9	0.1	1.4	-2.8	8.7
O=c1oc2ccccc2c(Nc2ccc(O)cc2)c1[N+](=O)[O-]	-3.5	14.2	1.1	-0.7	-2.7	0.0	23.5	-3.6	11.9
Oc1ccc(O)c(Cc2nc3ccccc3[nH]2)c1	26.3	11.6	3.2	1.1	-10.7	0.5	9.1	4.7	-40.4
N#Cc1ccc(NC(=O)COC(=O)CCc2ccc(S(=O)(=O)N3CCCCC3)cc2)cc1	5.8	9.3	1.2	4.4	-4.3[fluorescence artefact?]	2.1	8.1	-1.5	8.4
CCOC(=O)c1[nH]c(=O)[nH]c1CSc1nc(C)cc(C)n1	-15.5	-2.4	15.4	1.5	12.4	0.6	31.0	6.0	15.5
CCOc1cc(/C=N/NC(N)=O)ccc1OC(=O)c1ccc(C)cc1	1.7	66.2*	x	-1.6	16.5	-0.2	38.1	-1.7	38.3
CCCCc1ccc(Nc2nc(CCC)cc(=O)[nH]2)cc1	9.6	60.6*	11.1	-2.0	5.5	-0.7	15.4	-3.3	107.3*
CCCn1c(SCC(=O)Nc2c(CC)cccc2CC)nnc1C(C)C	-31.7	7.2	13.7	0.1	x	-1.1	-10.2	1.4	37.1
CCOc1ccc(N(C(C)C(=O)Nc2ccc(OC)cc2)S(C)(=O)=O)cc1 (centres undefined)	20.5	10.5	7.3	0.1	-5.4	0.3	3.3	-4.5	-1.6
COC(=O)c1c(C)[nH]c(C)c1-c1ccccc1Cl	0.5	39.5	14.1	-1.9	4.7	-1.7	19.8	3.7	46.8
Cc1cccc(Nc2nnc(SCC3CCCCO3)s2)c1C (centres undefined)	-7.9	-1.1	11.6	1.4	3.1	0.2	17.3	6.0	0.3
COc1ccc(N2C(=O)CN(Cc3ccc(OC)c(OC)c3)C2=S)cc1	8.9	-24.9	4.4	0.7	-11.9	0.9	-12.2	-0.3	-2.2
Cc1[nH]nc2c1C(c1c[nH]c3ccccc13)C(C#N)=C(N)O2 (centres undefined)	-8.8	5.6	10.3	-1.0	-0.6	0.5	14.4	x	23.4
Cc1nc2c(cnn2-c2ccccc2)c(=O)[nH]1	-1.3	16.1	4.0	1.2	-16.6	1.2	1.3	2.4	-3.8
COc1ccc(-c2cc(C(F)(F)F)nc(NCc3cccs3)n2)cc1	-13.2	0.2	7.9	1.2	-4.6	0.8	1.7	7.3	17.6
CCc1ccc(C2C3=C(CC(C)(C)CC3=O)Nc3c2c(=O)[nH]c2nc(C)nn32)cc1 (centres undefined)	-3.2	8.5	4.2	0.5	-14.6	0.9	-12.5	0.1	-5.9
CCc1c(C)c2ccc(OCC(N)=O)cc2oc1=O	-17.7	-31.6	10.7	1.8	4.0	0.3	8.8	5.6	-2.1

Screens from PubChem.

Only part of the results is shown (hit frequency here may not be typical).
